Large T inhibition: SV40 large T antigen inhibitors, biochemical (AID 1903); 310,000 tested, 0.39% active; one-dose inhibition, % at 20 µM; IC50 in µM for titrated hits; SV40 large T antigen ATPase/helicase inhibition assay; higher % means a stronger effect; in the data active = a potency from the dose series; inconclusive = inhibition mostly from about 32% at the one dose, without a potency; inactive = the rest, 99 in 100 with inhibition below about 32%; note: strong numbers were not always called active
WT yeast gro inh: growth inhibition of WT strain, primary screen, mitochondrial fusion inhibitor project, WT and mutant strains, chemical genetic | inhibition, % at 10 µM | 190,000 tested, 2.1% active | mitochondrial fusion phenotypic screen; in the data active = inhibition above about 58%; tested in S. cerevisiae
West Nile virus CPE: West Nile virus antiviral activity, cell-based, CPE readout (AID 1621) | 290,000 tested, 0.02% active | West Nile virus-infected cells, CPE inhibition; higher % means a stronger effect | one-dose CPE inhibition, % at 10 µM; IC50 in µM for titrated hits; in the data active = a potency from the dose series; inconclusive = CPE inhibition mostly from about 3.7% at the one dose, without a potency; inactive = the rest, 99 in 100 with CPE inhibition below about 2.2%; note: strong numbers were not always called active
T cell HTS: modulators of CD8 T cell-vesicle binding, primary screen, mouse 2C CD8+ T cells, flow cytometry. calls only at 7 µM. 2C CD8+ T cell-vesicle binding; stronger effect = lower value. 330,000 tested, 0.068% active;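 active = response, share of CD8 T cells binding vesicles, and their 90th percentile fluorescence all below set limits, cut at about 80% in these data, passing the limit was not always enough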
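Assay system – 2C mouse CD8+ T cells · Also added – QL9-loaded Drosophila micro-vesicles · Timing – Cell–vesicle co-incubation 1.5 h at 37 °C, staining 20 min on ice · Signal – flow cytometry of vesicle-bound cells · Measure – percent CD8+ FL2 mean versus row control · Controls – Peptide-free naked vesicles (low) and QL9 vesicles with 0.7% DMSO vehicle (high)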
Salmonella PhoP GFP: inhibitors of PhoP regulon expression, primary screen, Salmonella Typhimurium, GFP reporter (AID 1863). S. Typhimurium PhoP-regulated promoter GFP reporter, 4 h; higher % means a stronger effect. inhibition, % at 50 µM, or IC50 in µM where a hit was titrated. 300,000 tested, 0.16% active;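 active = inhibition over 29.93%, a cutoff 3 SD above the screen mean, later confirmed by dose response; inconclusive = inhibition over 29.93% but no dose response follow-up; inactive = inhibition at most 29.93% or unconfirmed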;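 note: 0% = low Mg2+ inducing control and 100% = high Mg2+ repressing control; strong numbers were not always called active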
RSV CPE inhibition: RSV antiviral activity via CPE protection, HEp-2 cells, primary 10 µM value included (AID 2391); CPE inhibition, % at 10 µM; hits with a dose series show IC50 in µM; HEp-2 cells, RSV-induced CPE inhibition; higher % means a stronger effect; 310,000 tested, 0.13% active; in the data active = a potency from the dose series; inconclusive = CPE inhibition mostly from about 23% at the one dose, without a potency; inactive = the rest, 99 in 100 with CPE inhibition below about 21%; note: strong numbers were not always called active
bCat nuc transl: modulators of beta-catenin nuclear translocation, primary screen, imaging, HeLa cells, immunofluorescence, high-content; nuclear translocation activity, % at 5 µM; 190,000 tested, 0.3% active; AID 1665, 2009;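 active = nuclear translocation activity above 50% at 5 µM, with a well cell count of 50 or more; inconclusive = wells under 50 cells across six images, flagged as toxic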;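 note: per-cell ratio of nuclear to cytoplasmic median beta-catenin stain intensity; plate controls were DMSO negative control for no effect and GSK-3 inhibitor IX positive control for full effect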
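Test system: human HeLa cells, endogenous beta-catenin. Times: 24 h compound exposure, 37°C. Measured by: beta-catenin immunofluorescence imaging with DAPI.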
Rac1 GTP hydrolysis: MgcRacGAP GTPase-activating activity inhibitors, confirmation, biochemical, ADP Hunter fluorescence; one-dose inhibition, % at 30 µM; IC50 in µM for titrated hits; 340,000 tested, 0.6% active; MgcRacGAP-stimulated Rac1 GTP hydrolysis, ADP Hunter fluorescence; higher % means a stronger effect; GST-tagged Rac1 F28L mutant substrate; AID 624330, 2012; Rac GTPase-activating protein 1 (Homo sapiens);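 active = first-screen hits whose inhibition reached a set limit at any dose in the follow-up dose series; inconclusive = inhibition above the set first-screen limit but never retested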;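 note: fluorescence reports GDP produced by GAP-driven GTP hydrolysis; strong numbers were not always called active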
Myeloid diff 2: induction of myeloid progenitor differentiation, primary screen, cell-based, flow cytometry, MLPCN library; ER-HoxA9 myeloid progenitors, lysozyme-GFP differentiation; 360,000 tested, 1% active; calls only at 10 µM; AID 624256, 2012;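 active = normalized GFP-positive differentiation at or above the plate's own cutoff, the solvent-only control mean plus 3 SD; inconclusive = no clear call, values can overlap the other calls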;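 note: cells exposed to compound for four days before flow analysis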
WT yeast gro inh mutant strain: second read-out of WT yeast gro inh, no call of its own (marks repeat the call); inhibition, %; mitochondrial fusion phenotypic screen, mutant strain inhibition
bCat nuc transl cell count 5 µM: also measured in bCat nuc transl; calls as there; cell count; measured here: cell count, cytotoxicity flag
T cell HTS vesicle-bound %: recorded beside T cell HTS, whose call it bears; double positive events, %; measured here: CD8+ vesicle-bound cell fraction;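 binding gate set so that unloaded-vesicle control wells show 10% double positive cells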
Myeloid diff 2 GFP+ MAC1+ %: also measured in Myeloid diff 2; calls as there; GFP+ MAC1+ double positive, %; measured here: differentiation confirmed by MAC1 staining
* hit, by the source's call.

For C/C=C(\C)C(=O)N[C@@H](c1ccccc1)[C@@H](O)C(=O)O[C@H]1C[C@@]2(O)[C@@H](OC(=O)c3ccccc3)C3[C@](C)(C(=O)[C@H](OC(C)=O)C(=C1C)C2(C)C)[C@H](O)C[C@H]1OC[C@@]31OC(C)=O (stereo partly drawn) the results were Large T inhibition 3.3%, West Nile virus CPE inconclusive, T cell HTS inactive, Salmonella PhoP GFP -1.1%, Rac1 GTP hydrolysis 1.8%, Myeloid diff 2 inactive, T cell HTS vesicle-bound % 20.3 and Myeloid diff 2 GFP+ MAC1+ % 4.0.
`Cc1ccc(NC(=O)CCNC(=O)N2C[C@H]3C[C@@H](C2)c2cccc(=O)n2C3)c(C)c1` gave Large T inhibition 0.7%, West Nile virus CPE 0.0%, T cell HTS inactive, Salmonella PhoP GFP 8.5%, RSV CPE inhibition 0.5%, Rac1 GTP hydrolysis 1.1%, Myeloid diff 2 inactive, T cell HTS vesicle-bound % 36.0 and Myeloid diff 2 GFP+ MAC1+ % 2.6.
Screening COC(=O)C1=C(c2ccc(Cl)c(C(F)(F)F)c2)C[C@@H]2CC[C@H]1N2C(=O)NCCO returned T cell HTS inactive, RSV CPE inhibition -1.0%, Rac1 GTP hydrolysis 8.7%, Myeloid diff 2 inactive, T cell HTS vesicle-bound % 20.3 and Myeloid diff 2 GFP+ MAC1+ % 0.8.
`CCOC(=O)C1=C(C)OC(N)=C(C#N)C12C(=O)N(C)c1ccccc12` (stereo not drawn) gave Large T inhibition 3.1%, WT yeast gro inh -5.6, West Nile virus CPE 0.4%, T cell HTS inactive, Salmonella PhoP GFP -0.6%, RSV CPE inhibition 0.9%, bCat nuc transl -3.2, Rac1 GTP hydrolysis 11.0%, Myeloid diff 2 inactive, WT yeast gro inh mutant strain -19.7, bCat nuc transl cell count 5 µM 1328, T cell HTS vesicle-bound % 41.9 and Myeloid diff 2 GFP+ MAC1+ % 0.6.
Cc1cc(NC(=O)COC(=O)c2c(C)nn(Cc3ccccc3Cl)c2C)no1 was read as Large T inhibition 13.5%, WT yeast gro inh 9.0, West Nile virus CPE 0.1%, T cell HTS inactive, Salmonella PhoP GFP -2.9%, RSV CPE inhibition -3.1%, bCat nuc transl -7.3, Rac1 GTP hydrolysis 3.2%, Myeloid diff 2 inactive, WT yeast gro inh mutant strain 6.3, bCat nuc transl cell count 5 µM 1329, T cell HTS vesicle-bound % 15.4 and Myeloid diff 2 GFP+ MAC1+ % 0.8.
O=C(c1ccccc1)N1CCC2(CC1)OCCO2 was read as Large T inhibition 4.6%, West Nile virus CPE 0.8%, T cell HTS inactive, Salmonella PhoP GFP -3.9%, RSV CPE inhibition 2.0%, bCat nuc transl -3.3, Rac1 GTP hydrolysis 0.7%, Myeloid diff 2 inactive, bCat nuc transl cell count 5 µM 1206, T cell HTS vesicle-bound % 18.2 and Myeloid diff 2 GFP+ MAC1+ % 0.6.
NC(=O)CS(=O)C(c1ccccc1)c1ccccc1 (stereo not drawn) was read as Large T inhibition 6.6%, WT yeast gro inh -0.2, Salmonella PhoP GFP -8.6%, bCat nuc transl -5.1, WT yeast gro inh mutant strain 12.8 and bCat nuc transl cell count 5 µM 1164.
`COC(=O)C1=C(c2ccc(F)cc2OCc2ccccc2)C[C@@H]2CC[C@H]1N2C(=O)NCc1ccc(C(C)(C)C)cc1` gave T cell HTS inactive, RSV CPE inhibition 1.0%, Rac1 GTP hydrolysis 11.2%, Myeloid diff 2 inactive, T cell HTS vesicle-bound % 39.4 and Myeloid diff 2 GFP+ MAC1+ % 1.2.
CCOC(=O)c1c(C)n(Cc2ccccc2)c2ccc(OCC(O)CNC(C)(C)C)cc12 (stereo not drawn) was read as Large T inhibition 4.8%, West Nile virus CPE -1.9%, T cell HTS inactive, Salmonella PhoP GFP -0.5%, RSV CPE inhibition 12.2%, Rac1 GTP hydrolysis 10.8%, Myeloid diff 2 inactive, T cell HTS vesicle-bound % 37.0 and Myeloid diff 2 GFP+ MAC1+ % 0.4.
COc1cccc(OC)c1CN1CCCC(C(=O)c2cccc(Cl)c2)C1 (stereo not drawn) was read as Large T inhibition 14.5%, West Nile virus CPE -1.0%, T cell HTS inactive, Salmonella PhoP GFP 0.5%, RSV CPE inhibition 3.3%, Rac1 GTP hydrolysis 9.8%, Myeloid diff 2 inactive, T cell HTS vesicle-bound % 44.5 and Myeloid diff 2 GFP+ MAC1+ % 0.6.
`CC(C)n1c(=O)c(C=Nc2ccc(S(N)(=O)=O)cc2)c(O)n(Cc2ccco2)c1=O` gave Large T inhibition 25.9%, WT yeast gro inh -11.9, West Nile virus CPE 1.5%, T cell HTS inactive, Salmonella PhoP GFP -11.7%, RSV CPE inhibition -0.3%, bCat nuc transl -2.3, Rac1 GTP hydrolysis -4.3%, Myeloid diff 2 inactive, WT yeast gro inh mutant strain -8.8, bCat nuc transl cell count 5 µM 601, T cell HTS vesicle-bound % 30.5 and Myeloid diff 2 GFP+ MAC1+ % 0.8.
Screening C[C@]12CC[C@H]3[C@@H](CCC4=CC(=O)CC[C@@]43O)[C@@H]1CCC2=O returned Large T inhibition -1.8%, West Nile virus CPE -0.4%, T cell HTS inactive, Salmonella PhoP GFP 5.8%, RSV CPE inhibition 0.7%, Rac1 GTP hydrolysis 0.6%, Myeloid diff 2 inactive, T cell HTS vesicle-bound % 27.8 and Myeloid diff 2 GFP+ MAC1+ % 1.3.
For CSc1ccc(C(=O)C2CCCN(CCCn3cccn3)C2)cc1 (stereo not drawn) the results were Large T inhibition 5.5%, WT yeast gro inh 1.1, West Nile virus CPE -1.0%, T cell HTS inactive, Salmonella PhoP GFP -8.0%, RSV CPE inhibition -0.9%, bCat nuc transl 1.6, Rac1 GTP hydrolysis 0.2%, Myeloid diff 2 inactive, WT yeast gro inh mutant strain 27.6, bCat nuc transl cell count 5 µM 959, T cell HTS vesicle-bound % 34.7 and Myeloid diff 2 GFP+ MAC1+ % 0.1.
Screening CN1CCN(C(=O)COc2ccc(Oc3ccccc3)cc2)CC1 returned Large T inhibition 3.4%, WT yeast gro inh -1.9, West Nile virus CPE -0.7%, T cell HTS inactive, Salmonella PhoP GFP 0.5%, RSV CPE inhibition -2.0%, bCat nuc transl -1.5, Rac1 GTP hydrolysis 1.3%, Myeloid diff 2 inactive, WT yeast gro inh mutant strain 1.6, bCat nuc transl cell count 5 µM 1036, T cell HTS vesicle-bound % 23.6 and Myeloid diff 2 GFP+ MAC1+ % 0.5.
`Cc1cccc(-n2c(O)c(/C=C3/C(c4ccccc4)=Nc4ccccc43)c(=O)[nH]c2=O)c1` gave Large T inhibition 17.2%, West Nile virus CPE -0.6%, T cell HTS inactive, Salmonella PhoP GFP -1.4%, RSV CPE inhibition 7.2%, bCat nuc transl 52.5*, Rac1 GTP hydrolysis 14.1%, Myeloid diff 2 inconclusive, bCat nuc transl cell count 5 µM 560* and T cell HTS vesicle-bound % 38.1.
For CCN1CCN(C(=O)COc2ccc(S(=O)(=O)N3CCOCC3)cc2Cl)CC1 the results were Large T inhibition -0.1%, West Nile virus CPE -0.3%, T cell HTS inactive, Salmonella PhoP GFP -4.6%, RSV CPE inhibition -0.5%, Rac1 GTP hydrolysis -2.2%, Myeloid diff 2 inactive, T cell HTS vesicle-bound % 12.8 and Myeloid diff 2 GFP+ MAC1+ % 2.7.
For COc1ccccc1C1=NCc2nnc(C)n2-c2ccc(Cl)cc21 the results were Large T inhibition 11.4%, WT yeast gro inh 0.9, West Nile virus CPE -0.1%, T cell HTS inactive, Salmonella PhoP GFP -8.4%, RSV CPE inhibition 3.4%, bCat nuc transl -0.9, Rac1 GTP hydrolysis 1.2%, Myeloid diff 2 inactive, WT yeast gro inh mutant strain 18.6, bCat nuc transl cell count 5 µM 929, T cell HTS vesicle-bound % 50.8 and Myeloid diff 2 GFP+ MAC1+ % 0.3.
For COCCOC(=O)C1=C(C)OC(N)=C(C(=O)OC)C12C(=O)Nc1ccccc12 (stereo not drawn) the results were Large T inhibition 17.4%, West Nile virus CPE 1.1%, T cell HTS inactive, Salmonella PhoP GFP -3.4%, RSV CPE inhibition -0.2%, bCat nuc transl 1.2, Rac1 GTP hydrolysis 5.8%, Myeloid diff 2 inactive, bCat nuc transl cell count 5 µM 1429, T cell HTS vesicle-bound % 58.8 and Myeloid diff 2 GFP+ MAC1+ % 0.8.
COC(=O)C1=C(c2ccc3ccccc3c2)C[C@@H]2CC[C@H]1N2C(=O)N1CCC(O)CC1 was read as T cell HTS inactive, RSV CPE inhibition 2.1%, Rac1 GTP hydrolysis 5.2%, Myeloid diff 2 inactive, T cell HTS vesicle-bound % 36.5 and Myeloid diff 2 GFP+ MAC1+ % 2.7.
COc1cc(OC)c2c(c1)OCC1CON(C)C21 (stereo not drawn) was read as Large T inhibition 12.3%, WT yeast gro inh -9.9, West Nile virus CPE 1.3%, T cell HTS inactive, Salmonella PhoP GFP 5.3%, RSV CPE inhibition 1.6%, bCat nuc transl -0.1, Rac1 GTP hydrolysis -2.8%, Myeloid diff 2 inactive, WT yeast gro inh mutant strain -7.0, bCat nuc transl cell count 5 µM 1039, T cell HTS vesicle-bound % 33.0 and Myeloid diff 2 GFP+ MAC1+ % 0.5.
`COc1ccc(CCn2c(O)c(/C=N/N3CCCCC3)c(=O)[nH]c2=O)cc1OC` gave Large T inhibition 6.0%, WT yeast gro inh 14.9, West Nile virus CPE -0.1%, T cell HTS inactive, Salmonella PhoP GFP 5.5%, RSV CPE inhibition 12.7%, bCat nuc transl -0.5, Rac1 GTP hydrolysis 2.9%, Myeloid diff 2 inactive, WT yeast gro inh mutant strain 10.9, bCat nuc transl cell count 5 µM 978, T cell HTS vesicle-bound % 45.2 and Myeloid diff 2 GFP+ MAC1+ % 0.4.

Assay outcomes as filed in PubChem.

A portion of the library. The share of hits here may be higher or lower than overall.
